Bioassay records deposited in PubChem BioAssay by Columbia University Molecular Screening Center.
Htt clearance: compounds clearing mutant huntingtin protein. HeLa Exon1htt(103Q)mCFP, aggregate imaging; zero = plate's median compound well. inhibition, % at 1.5 µM. 47,000 compounds, 0.42% hits;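 active means inhibition of aggregate fluorescence above about 70%, also judged a hit by eye on the cell image, limit read from the data, passing the limit was not always enough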;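 further: cells exposed to compound for three days before fixation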
Htt clearance grain fraction: recorded beside Htt clearance, whose call it bears; fraction fluorescence in grains; measured here: aggregate grain fluorescence fraction; hits give low values;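 scaled fraction of total cell fluorescence in grains with unit not stated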
Starred values were filed as active, the others as inactive. This is a subset, so the mix of outcomes need not match the whole.

SMILES	Htt clearance	Htt clearance grain fraction
CCc1ccc2c(c1)/C(=C/C(=O)c1cccs1)C(=O)N2	6	40
FC(F)(F)c1ccc2nnc(-c3c(Cl)cccc3Cl)n2c1	-34	53
COc1ccc(CCNC(=O)COC(=O)c2ccco2)cc1OC	22	27
CCc1ccc(NC(=O)N(Cc2ccco2)C(C)c2cccs2)cc1 (configuration not stated)	21	31
O=C(NCc1cccnc1)c1cc2ccccc2oc1=O	24	15
COc1ccc(CCNC(=O)c2cc(CC(C)C)on2)cc1OC	-28	62
O=C(COc1c(F)c(F)cc(F)c1F)NC(=O)NC1CCCC1	3	17
CCn1ncc(NC(=O)Nc2cccc(C(F)(F)F)c2)c1C(N)=O	10	15
c1cn2cc(CSC3CCCCC3)nc2s1	-8	22
CCn1c(SCC(=O)Nc2ccc(C(C)=O)cc2)nc2ccccc21	-1	19
COc1ccc(NC(=O)c2ccc(CNc3c(NC4CCCCC4)c(=O)c3=O)cc2)cc1OC	-31	54
Cn1cnnc1SCC(=O)Nc1ccccc1C(=O)NC1CCCC1	13	26
CCOc1ccc(-c2noc(COC)n2)cc1OC	-22	24
COc1ccc(-c2csc(NC(=O)c3cc(C)on3)c2C#N)cc1OC	38	13
O=C(Nc1ccccc1)NC1(C(=O)N2CCN(C(=O)c3ccco3)CC2)CCCCC1	-16	45
CCOC(=O)Cn1c(-c2ccccn2)nc2ccccc21	-4	41
O=S(=O)(NCC1CCCO1)c1ccc(Oc2ccccc2)cc1 (configuration not stated)	-1	21
COC(=O)c1ccccc1NC(=O)c1noc2c1CC(C(C)(C)C)CC2 (configuration not stated)	34	13
O=C1CCCc2c1cc(C(=O)NCc1ccco1)c(=O)n2-c1ccccc1	-57	55
c1ccc2c(c1)oc1c(Nc3ccc4c(c3)OCO4)ncnc12	-54	30
CC(C)c1nnc(SCC(=O)Nc2ccc3c(c2)OCO3)n1C	27	15
CSc1nnc(NC(=O)c2ccc(C)c(S(=O)(=O)N3CCOCC3)c2)s1	57	8.4
COc1ccc(N=C/C=C2\C=C(c3ccccc3)OC(C)(C)O2)cc1	-54	30
CC1CC(C)CN(C(=O)c2ccncc2)C1 (configuration not stated)	-1	20
CCC(C)N1C(=O)CCC1C(=O)N1CCN(c2ccccc2F)CC1 (configuration not stated)	0	40

4 entries from above, as comma-separated lines:
SMILES,Htt clearance,Htt clearance grain fraction
COc1ccc(CCNC(=O)c2cc(CC(C)C)on2)cc1OC,-28,62
O=C(COc1c(F)c(F)cc(F)c1F)NC(=O)NC1CCCC1,3,17
CCn1ncc(NC(=O)Nc2cccc(C(F)(F)F)c2)c1C(N)=O,10,15
c1cn2cc(CSC3CCCCC3)nc2s1,-8,22

An excerpt from above in order of their number in Htt clearance grain fraction, high to low.
| Compound | Htt clearance grain fraction |
| --- | --- |
| COc1ccc(CCNC(=O)COC(=O)c2ccco2)cc1OC | 27 |
| O=S(=O)(NCC1CCCO1)c1ccc(Oc2ccccc2)cc1 (configuration not stated) | 21 |
| CCn1c(SCC(=O)Nc2ccc(C(C)=O)cc2)nc2ccccc21 | 19 |

Next section
SMILES	Htt clearance	Htt clearance grain fraction
O=C(CN(Cc1ccc(F)cc1)C(=O)c1ccco1)NCc1ccc(F)cc1	27	16
Cc1csc(NC(=O)c2sc3nc(-c4cccs4)ccc3c2N)n1	18	16
CCCCOc1cc(C)nc(NCc2ccccc2)n1	20	27
COc1cccc(-n2c(SCC(=O)NC(C)(C)C)nnc2-c2ccoc2C)c1	-42	50
COc1ccccc1N1CCN(C(=O)c2cn(-c3ccccc3)nc2-c2cccnc2)CC1	-16	50
O=C(Nc1cccnc1)C1OCCc2ccccc21 (configuration not stated)	39	12
c1ccc(Oc2cc(-n3cccn3)ncn2)cc1	2	20
Cc1cc(NC(=O)COc2cccc(Oc3ccccc3)c2)no1	-27	59
COc1ccc2oc(/C=C/N(C)C)c(C(=O)c3ccc(Cl)cc3)c2c1	-13	34
CC(=O)N(CCO)Cc1cc2cc(C)cc(C)c2[nH]c1=O	-2	38
CCOc1ccccc1Nc1nc(N)nc(CSc2nncn2C)n1	-116	81
CCC1CCCCN1C(=O)CSc1nnc(-c2ccc3c(c2)OCCO3)o1 (configuration not stated)	-118	40
CNC(=O)c1ccc(-c2ccc(OC)cc2)s1	-14	48
O=C(CCn1c(=O)[nH]c2ccsc2c1=O)N1CCN(c2cccc(Cl)c2)CC1	20	25
CS(=O)(=O)N(CC(=O)NCC1CCCO1)c1ccc(F)c(Cl)c1 (configuration not stated)	10	16
CCOC(=O)C1=C(C)NC(=O)NC1c1ccc(OCC(N)=O)cc1 (configuration not stated)	-21	21
CC(=O)NC(CCS(C)(=O)=O)C(=O)Nc1ccccc1C (configuration not stated)	-16	23
CC(C)(Oc1ccc(Cl)cc1)C(=O)Nc1ccc2oc(-c3ccncc3)nc2c1	-7	22
Cc1ccc(N2CCN(S(=O)(=O)N(C)C)CC2)cc1Cl	-28	23
CCOC(=O)N1CCN(c2cc(=O)n(-c3ccc(OCC)cc3)c(=O)[nH]2)CC1	-30	22
CCOC(=O)N1CCN(Cc2nc3c(c(=O)n(C)c(=O)n3C)n2Cc2ccccc2)CC1	59	13
CCCCCCn1c(CN2CCCCC2)nc2c1c(=O)n(C)c(=O)n2C	-27	24
CN(C)C=Nc1c(Br)cc(Br)c2nonc12	91*	1.9*
CCOC(=O)C1CCN(S(=O)(=O)c2cccc(-c3csc(C)n3)c2)CC1	31	13
COc1ccc(N2CCN(C(=O)C3CCN(S(=O)(=O)N4CCOCC4)CC3)CC2)cc1	-1	37

Given comma-delimited: part of the list above
SMILES,Htt clearance,Htt clearance grain fraction
Cc1cc(NC(=O)COc2cccc(Oc3ccccc3)c2)no1,-27,59
COc1ccc2oc(/C=C/N(C)C)c(C(=O)c3ccc(Cl)cc3)c2c1,-13,34

2 neighbouring records from above:
SMILES	Htt clearance	Htt clearance grain fraction
CCOC(=O)N1CCN(c2cc(=O)n(-c3ccc(OCC)cc3)c(=O)[nH]2)CC1	-30	22
CCOC(=O)N1CCN(Cc2nc3c(c(=O)n(C)c(=O)n3C)n2Cc2ccccc2)CC1	59	13

Other results
SMILES	Htt clearance	Htt clearance grain fraction
CC(C)=C1SC(N2CCN(c3ccc(C)cc3)CC2)=NC1=O	43	11
N#Cc1nc(COc2ccc(Br)cc2)oc1N1CCN(Cc2ccccc2)CC1	-36	55
CCCN(CCC)C(=O)c1c(C)[nH]c(C(=O)OCC)c1C	55	14
COC(=O)CN(c1ccc(OC)c(OC)c1)S(C)(=O)=O	-65	29
Cc1nc(-c2ccccc2)sc1C(N)=O	-27	20
Cn1cccc1Cc1nnc(SCC(=O)N2CCOCC2)n1-c1ccc(F)cc1	-49	50
CC(C)NC(=O)c1ccccc1S(=O)(=O)c1ccccc1C#N	24	24
CCOC(=O)c1ccc(NC(=O)COc2ccccc2OC)cc1	31	25
CCOc1ccc2[nH]c(=O)c(CN(CC3COCCO3)C(=O)C3CC3)cc2c1 (configuration not stated)	15	18
O=C(Nc1ccccc1C(=O)NCc1ccco1)c1ccccc1	3	17
O=S(=O)(NCCn1ccc2ccccc21)c1ccccc1	41	24
COc1ccc(NC(=O)C2CCN(c3nnnn3-c3ccccc3)CC2)cc1	-35	53
Cc1ccc(-c2csc(SCC(=O)Nc3cc(C)on3)n2)cc1	29	14
O=C1c2sc3nc4ccccc4n3c2C(=O)N1c1ccccc1Cl	-7	22
COc1ccc2nc(NC(=O)CSc3nc4ccccc4o3)sc2c1	16	17
CCOC(=O)c1ccc(Oc2nc(NC)nc(SC)n2)cc1	-76	54
COc1ccc(/C=N/NC(=O)Nc2nonc2N)cc1	-6	21
N#Cc1cc2c(=O)n3ccccc3nc2n(CC2CCCO2)c1=N (configuration not stated)	-23	22
N/C(=N\OC(=O)c1cccc(Cl)c1)c1cccnc1	2	19
COC(=O)c1sc2ccccc2c1-n1cccc1C(=O)C(=O)Nc1ccc(OC)cc1	-3	39
COCCn1c(=S)[nH]c2cc(C(=O)NCC3CCCO3)ccc2c1=O (configuration not stated)	-141	76
O=C(O)CCCCCNC(=O)CCn1nnc2ccccc2c1=O	34	29
CCN(CC)CCCN1C(=O)C(O)=C(C(=O)c2ccc(C)o2)C1c1ccco1 (configuration not stated)	16	17
CCNC(=O)NC1(C(=O)Nc2ccc3c(c2)OCCO3)CCCCC1	-35	52
CCCn1c(SCC(=O)Nc2nnc(C(C)C)s2)nc2c1c(=O)n(C)c(=O)n2C	-28	55

Later entries
SMILES	Htt clearance	Htt clearance grain fraction
O=C(O)C1CC(=O)N(CCOc2ccccc2)C1 (configuration not stated)	-45	26
CCN(CC)S(=O)(=O)c1ccc(C(=O)NCC(c2cccs2)N2CCOCC2)cc1 (configuration not stated)	26	14
Cc1nn(CCC(=O)NNC(=S)Nc2ccc(F)cc2)c(C)c1[N+](=O)[O-]	36	12
Cc1cccc(C(=O)Nc2ccc(O)cc2)c1	48	16
COc1ccc(NC(=O)Cn2c(=O)sc3ccccc32)c(OC)c1	11	32
COc1ccc(CNc2nc3nc4c(c(=O)n3[nH]2)CCC4)cc1	31	28
Fc1ccc(C2CC(c3ccco3)n3ncnc3N2)cc1 (configuration not stated)	-124	69
CC(=O)CC(C)(C)S(=O)(=O)c1ccc(NC(C)=O)cc1	-54	27
COCC(=O)c1[nH]c2ccccc2c1C	2	30
Cc1ccc(S(=O)(=O)N2CCCC(C(=O)NC3=NCCS3)C2)cc1 (configuration not stated)	-45	31
O=C(CN1C(=O)CSC1=O)N1CCc2ccccc2C1	43	9.6
CNC(=O)c1c(N)sc2c1CCCCC2	-3	45
Cc1cc2cc(CNC(=O)c3ccc4c(c3)OCO4)ccc2[nH]1	6	19
CCOc1ccc(C(C)(C)C)cc1S(=O)(=O)n1nc(C)cc1C	21	15
COc1ccc(CN2CCn3ncc(C(=O)Nc4cccc(C)c4)c3C2=O)cc1	24	32
O=C(CS(=O)(=O)c1ccccc1)c1ccc2c(c1)OCCO2	-10	20
Cc1noc(C)c1CSCC(=O)OCC(=O)Nc1sccc1C#N	26	27
CCC1CCCCN1S(=O)(=O)c1ccc2c(c1)CCN2C(=O)C1CCC1 (configuration not stated)	3	35
O=C(Cn1ccc2ccccc2c1=O)NCCC(=O)N1CCN(C(=O)c2ccco2)CC1	4	16
CCOCCOC(=O)C1=C(C)N(C)C(=O)NC1c1cc(Cl)c(O)c(OC)c1 (configuration not stated)	-8	36
O=C(CSc1nc2cc(Cl)ccc2o1)N1CCOCC1	10	19
CCSc1nnc(NC(NC(=O)c2ccco2)(C(F)(F)F)C(F)(F)F)s1	10	31
CCCC1(C(=O)OCC)NC(c2ccc(OC)cc2OC)C2C(=O)N(c3ccccc3)C(=O)C21 (configuration not stated)	12	16
COc1ccc(/C=N\NC(=O)C2=NNC(=O)C2C)cc1 (configuration not stated)	26	28
CC1=C(C(=O)OC(C)C)C(c2ccc(N(C)C)cc2)C2=C(CC(C)(C)CC2=O)N1 (configuration not stated)	30	23

Next part
SMILES	Htt clearance	Htt clearance grain fraction
COCCn1cc(C(=O)c2ccccc2OCC(=O)Nc2cc(C)on2)cc(C#N)c1=O	3	20
CNCc1ccc(OCc2ccccc2)c(OC)c1	27	32
COc1cccc(CNS(=O)(=O)c2cn(C)cn2)c1	37	22
COc1ccccc1OCC(=O)Nc1ccccc1C(=O)NCc1ccco1	9	18
CCNC(=O)C(=O)NCCc1ccc(Cl)cc1	-30	56
CCOC(=O)COc1ccc2c(c1)c(C(=O)OCC)c(C)n2CC	-10	19
Cc1ccc(CS(=O)(=O)CCC(=O)NC2CC2)cc1	-20	48
CCCCn1c(-c2ccc(Cl)cc2)nc2c(=O)n(C)c(=O)[nH]c21	-31	24
C/C(=N\O)c1ccc(N2C(=O)C3CC=C(Cl)CC3C2=O)cc1 (configuration not stated)	-18	19
COc1ccc(S(=O)(=O)N2CCC(O)(c3ccc(Cl)cc3)CC2)cc1	-28	44
COc1ccc(-c2noc(-c3ccccc3C(=O)Nc3cccnc3)n2)cc1OC	-10	22
COCC(=O)N/N=C(\C)CC(=O)Nc1ccccc1C(N)=O	-54	45
CCOC(=O)c1nnn(-c2ccccc2)c1C	-18	24
CCn1c(SCC(=O)C(C)(C)C)nnc1-c1ccccn1	38	10
Cc1cccc(NC(=O)C2CC(O)CN2C(=O)OCc2ccccc2)c1 (configuration not stated)	-52	52
CCCSc1nc2c(c(=O)n(C)c(=O)n2C)n1Cc1ccc(C)cc1	-31	50
CC(=O)C1=C(O)C(=O)N(c2cc(C(C)(C)C)on2)C1c1ccc(C(C)C)cc1 (configuration not stated)	27	15
CCCCNc1nc2ccccc2nc1NS(=O)(=O)c1cccs1	-10	38
Cc1ccc(N/N=C/c2ccc(N3CCOCC3)cc2)cc1C	29	22
CC1CCc2c(C(=O)Nc3nccs3)csc2C1 (configuration not stated)	21	30
CCCCOC(=O)Cn1c(=O)c2c(nc3n2CCCCN3c2ccc(C)cc2)n(C)c1=O	-9	40
COc1ccc(N(CC(=O)NCc2cccs2)S(=O)(=O)c2cccnc2)cc1	15	28
CS(=O)(=O)N(CCc1ccccc1)CC(N)=O	-13	21
